# Source: PubChem BioAssay (Sanford-Burnham Center for Chemical Genomics)
# TAG inh – inhibitors of triacylglycerol accumulation, primary screen, cell-based, uHTS, fluorescence, H9c2; H9c2 cells, Nile Red lipid (TAG) fluorescence; cells loaded with 200 µM oleic acid; hit rate 0.66% among 230,000; inhibition, % at 12.5 µM;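 active = pattern-corrected inhibition of lipid staining of at least 50% with the nuclear-stain viability signal not falling by more than 50%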;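 note: 0% = DMSO wells and 100% = triacsin C control wells; some results filed as inactive read as strong as hits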
# TAG inh DAPI viability – also measured in TAG inh; calls as there; DAPI nuclei signal change (viability), lower = more cytotoxic, %;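 whole-well DAPI fluorescence read on a plate reader as a viability signal; minus 50 percent equals half of cells still viable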
# Numbers without * were called inactive. This is a subset; count on the stated rates, not on these rows.
SMILES,TAG inh,TAG inh DAPI viability
c1ccc(SSc2ccccn2)nc1,7,-5
CC1CCCCC1NC(=O)COc1ccc(C#N)cc1 (configuration not stated),4,-1
O=C(CN1CCCC1)NCC(=O)Nc1ccc(F)cc1,-4,3
CCN(Cc1ccccc1)S(=O)(=O)c1ccc(C(=O)N(CCCN(C)C)c2nc3cc4c(cc3s2)OCO4)cc1,18,15
CN(CC(=O)Nc1ccc(F)c(Cl)c1)S(=O)(=O)c1cccc2nsnc12,15,-11
Cc1ccc(NC(=O)CN(C)C(=O)CSc2nnc(N)s2)cc1,2,-1
O=C(NCCc1cccs1)c1ccc(CS(=O)Cc2cccc(Cl)c2)o1 (configuration not stated),-29,-9
CCCCN1C(=O)c2ccc(C(=O)OCC(=O)N3CCN(c4ccccc4)CC3)cc2C1=O,-8,11
CCOC(=O)CSc1nc(C(C)C)nc2ccccc12,-17,-4
CCC(=NCc1ccco1)c1c(C(F)(F)F)[nH]n(-c2nc3ccccc3s2)c1=O,-4,-11
COc1cc(OC)cc(C(=O)N2CCC(n3c(C)nc4cc(F)ccc43)CC2)c1,7,5
CCCCCc1nnc(NC(=O)OCCC)s1,7,-11
CCOc1ccc(N(CC(=O)Nc2ccc(C)c(C)c2)S(=O)(=O)c2c(C)noc2C)cc1,14,-3
COc1ccccc1NC(=O)C(CC(C)C)NC(=O)C1CCCCC1 (configuration not stated),31,11
Cc1cccc(C)c1NC(=O)CCCSc1nnnn1C,-2,2
CCOc1cc(/C=C(/C#N)C(=O)Nc2ccc(O)cc2)cc(Br)c1O,46,-29
COCCNC(=O)C[C@H]1C[C@H]2c3cc(NS(=O)(=O)c4ccc(F)cc4)ccc3O[C@H]2[C@H](CO)O1,-1,13
O=C1CN(C(=S)Nc2ccc(OC(F)F)cc2)CCN1,-1,4
CCOC(=O)C1=C(C)C(c2ccccc2OC)NC(=S)N1 (configuration not stated),-18,-3
O=C(Nc1ccccc1)c1ccc(S(=O)(=O)N(CCO)CCO)cc1,-4,15
NC(=O)CN1CCN(S(=O)(=O)c2ccc(Cl)cc2)CC1,15,-9
Cc1ccccc1NCC(=O)N/N=C/c1c[nH]c2ccccc12,10,-8
C(=N\Nc1nc2ccccc2[nH]1)/c1ccncc1,24,-11
Nc1nnc(Cc2ccccc2)s1,17,1
CCCCNc1c(N2CCN(C(=O)OCC)CC2)c(=O)c1=O,1,-7
Cc1ccc(S(=O)(=O)N2[C@@H](c3ccc(C(C)(C)C)cc3)C(C(=O)O)=CC[C@H]2c2ccc(Cl)c(Cl)c2)cc1,9,-2
COC(=O)[C@H]1C[C@H](OC(=O)NC2CC2)[C@@]2(O)CN(S(=O)(=O)c3ccc(C)cc3)CC2[C@H]1C(=O)OC (some centres not stated),5,-4
O=C(NC(=S)Nc1c(F)cc(F)cc1Br)c1ccc2c(c1)OCCO2,5,-9
O=C(NNC(=O)c1cc(S(=O)(=O)N2CCOCC2)ccc1Cl)c1ccc(F)cc1,-2,8
Cc1ccc(CONC(=O)c2ccc(C)cc2)cc1,0,3
COc1ccccc1Nc1nc(N)nc(CN2CCN(c3ccccc3F)CC2)n1,5,-5
CC1(C)CC(=O)C2=C(C1)N(c1ccc(F)cc1)C(=O)CC2c1ccccc1 (configuration not stated),1,-7
COc1ccc(NC(=O)C2CC2(Cl)Cl)cc1S(=O)(=O)N1CCCCC1 (configuration not stated),2,6
COc1ccc(C(=O)NCc2cc(C)nc3ccccc23)cc1OC,-5,-13
Cc1noc(C)c1CSCC(=O)Oc1ccc(N(C)S(=O)(=O)c2ccccc2)cc1,-13,10
c1ccc(Nc2n[nH]nc2-c2ccccc2)cc1,6,-5
CC(=O)Oc1ccc(C(=O)Nc2cccnc2)cc1,-1,-6
CCn1c2ccccc2c2cc(NC(C)=O)ccc21,-4,0
Cc1nn(C)c(C)c1CCC(=O)N1CCCC(N2CCN(c3ccc(F)cc3)CC2)C1 (configuration not stated),2,4
CC(NCc1cccc(S(=O)(=O)N(C)C)c1)c1ccc(F)cc1 (configuration not stated),-6,4
CCOc1cc(/C=N/N2CCOCC2)ccc1OCc1ccc(C(=O)OC)o1,0,-3
O=C(O)C1CCN(S(=O)(=O)c2ccc(N3CCC(O)CC3)c([N+](=O)[O-])c2)CC1,7,-13
CCOC(=O)c1sc(=S)n(CC)c1NC(=O)c1ccccc1,2,2
Cc1ccc(NC(=O)CN(C)Cc2nc3c(Br)cc(Br)cc3c(=O)[nH]2)cc1,19,-6
O=C1COc2ccc(C(=O)COC(=O)c3cc(S(=O)(=O)N4CCOCC4)ccc3F)cc2N1,-3,-2
COc1cc(C(=O)Nc2cc(S(=O)(=O)N3CCOCC3)ccc2N2CCOCC2)ccc1OC(F)F,-7,-1
CC1=C(C(=O)NCCN2CCN(C)CC2)C2(CCC(C)CC2)OC1=O (configuration not stated),19,-16
CCOC(=O)C1(Cc2cccc(Cl)c2)CCCN(C(=O)c2ccoc2C)C1 (configuration not stated),-18,1
Cc1ccc(S(=O)(=O)Cc2ccc(C(=O)N3CCCCCC3)o2)cc1,0,-9
N#Cc1c(-c2ccccc2)nc2n(c1=O)CCS2,-2,-7
CCOC(=O)c1[nH]c2ccc(F)cc2c1NC(=O)C(C)N1CCc2cc(OC)c(OC)cc2C1 (configuration not stated),-49,-9
Oc1ccc2ccccc2c1Br,3,-11
O=C(Nc1ccc(Cn2cccn2)cc1)c1ccc(COc2ccccc2Br)cc1,30,-33
Nn1c(SCC(=O)NC2CCCC2)nnc1-c1ccccc1F,-7,4
CC1CCCCC1NC(=O)CN1C(=O)c2ccccc2S1(=O)=O (configuration not stated),-8,1
CCOC(=O)c1c(CCl)nc2ccccc2c1-c1ccccc1,-3,5
O=C(Nc1ccc(Cl)cc1)N1CCSC1=NCc1ccccc1,-2,-3
CCCn1c(=N)n(CC(O)c2ccc(C)cc2)c2ccccc21 (configuration not stated),14,-12
COc1ccc(NC(=O)Nc2ccc3c(c2)C(=O)N([C@H](C)CO)C[C@H](C)[C@@H](CN(C)S(=O)(=O)c2ccc(F)cc2)O3)cc1,15,-7
CC(=O)c1sc(C(C)(C)C)cc1NC(=O)/C=C/C(=O)O,-1,-2

# Reformatted: entries from further up
# Each structure is followed by: TAG inh, TAG inh DAPI viability
CCOc1cc(/C=N/N2CCOCC2)ccc1OCc1ccc(C(=O)OC)o1
  0, -3
O=C(O)C1CCN(S(=O)(=O)c2ccc(N3CCC(O)CC3)c([N+](=O)[O-])c2)CC1
  7, -13
CCOC(=O)c1sc(=S)n(CC)c1NC(=O)c1ccccc1
  2, 2
Cc1ccc(NC(=O)CN(C)Cc2nc3c(Br)cc(Br)cc3c(=O)[nH]2)cc1
  19, -6
O=C1COc2ccc(C(=O)COC(=O)c3cc(S(=O)(=O)N4CCOCC4)ccc3F)cc2N1
  -3, -2
COc1cc(C(=O)Nc2cc(S(=O)(=O)N3CCOCC3)ccc2N2CCOCC2)ccc1OC(F)F
  -7, -1
CC1=C(C(=O)NCCN2CCN(C)CC2)C2(CCC(C)CC2)OC1=O (configuration not stated)
  19, -16
CCOC(=O)C1(Cc2cccc(Cl)c2)CCCN(C(=O)c2ccoc2C)C1 (configuration not stated)
  -18, 1
Cc1ccc(S(=O)(=O)Cc2ccc(C(=O)N3CCCCCC3)o2)cc1
  0, -9
N#Cc1c(-c2ccccc2)nc2n(c1=O)CCS2
  -2, -7
CCOC(=O)c1[nH]c2ccc(F)cc2c1NC(=O)C(C)N1CCc2cc(OC)c(OC)cc2C1 (configuration not stated)
  -49, -9
Oc1ccc2ccccc2c1Br
  3, -11
O=C(Nc1ccc(Cn2cccn2)cc1)c1ccc(COc2ccccc2Br)cc1
  30, -33
Nn1c(SCC(=O)NC2CCCC2)nnc1-c1ccccc1F
  -7, 4
CC1CCCCC1NC(=O)CN1C(=O)c2ccccc2S1(=O)=O (configuration not stated)
  -8, 1
CCOC(=O)c1c(CCl)nc2ccccc2c1-c1ccccc1
  -3, 5
O=C(Nc1ccc(Cl)cc1)N1CCSC1=NCc1ccccc1
  -2, -3

# New compounds follow
SMILES,TAG inh,TAG inh DAPI viability
COc1cc(/C=N/NC(=O)c2ccncc2)cc(OC)c1OC,9,-11
CCCn1cc(CN2CCC(Cc3cccc(F)c3)(C(=O)OCC)CC2)c(C)n1,-5,2
COc1ccc2c(c1)N(C(=O)CN1C(=O)C3CCCCC3C1=O)C(C)(C)C=C2C (configuration not stated),-14,-8
Nn1c(Cc2ccccc2)n[nH]c1=S,23,-2
CC1CCN(S(=O)(=O)c2ccc(NC(=O)c3cccs3)cc2)CC1,-32,-8
COc1ccc(S(=O)(=O)Nc2ccc3c(c2)C(=O)N([C@@H](C)CO)C[C@@H](C)[C@H](CN(C)S(=O)(=O)c2ccc(F)cc2)OCCCC[C@H](C)O3)cc1,16,-10
Nc1nnc(CC(c2ccccc2)c2ccccc2)s1,15,18
O=C(O)COc1ccccc1/C=N/NC(=O)CSc1nnc(SCc2cccc3ccccc23)s1,-6,-5
COc1ccccc1NC(=O)C1=C(C)NC(SCC(=O)c2ccccc2)=C(C#N)C1c1ccco1 (configuration not stated),8,-10
Cc1nc(N)nc(Cl)c1CCC1OCCO1,-18,5
CCN(CC)S(=O)(=O)c1ccc(C(=O)NCCc2cc3c(OC)ccc(OC)c3[nH]c2=O)cc1,15,12
Fc1cccc(CSc2nc3ncc(Cl)cc3[nH]2)c1,-4,-5
CCN(CC)S(=O)(=O)c1cc(NC(=O)Cn2ncc(Cl)c(Cl)c2=O)ccc1C,38,-25
CC(Oc1ccccc1Cl)c1nnc(N)s1 (configuration not stated),-11,7
S=C(Nc1cccc(Cl)c1Cl)N1CCCC1,10,-3
N#Cc1cnn(-c2ncnc3sc4c(c23)CCCC4)c1N,6,-11
Cc1ccc(C(=O)N2c3ccccc3Sc3ccccc32)cc1,12,0
COc1ccc(N2c3ccccc3CN(Cc3ccccc3)CC2Cc2cc(OC)c(OC)c(OC)c2)cc1 (configuration not stated),17,2
Cc1nnc(NC(=O)CCC(=O)N2CCN(S(=O)(=O)c3cc([N+](=O)[O-])ccc3C)CC2)s1,2,0
COc1cc(/C=N\n2cnnc2)ccc1OCC(=O)Nc1ccc(C)cc1,-2,-3
Cc1ccc(S(=O)(=O)NCCN(CCNS(=O)(=O)c2ccc(C)cc2)S(C)(=O)=O)cc1,7,0
COc1ccccc1NC(=O)CN(Cc1ccco1)C(=O)c1cncc(Br)c1,4,3
Cc1ccccc1OC(C)C(=O)N1CCC(Cc2ccccc2)CC1 (configuration not stated),6,-7
Cn1[nH]cc(C=NC(N)=O)c1=O,0,1
O=C(Nc1ccc2nc([C@@H]3O[C@H](CO)[C@@H](O)[C@H](O)[C@H]3O)[nH]c2c1)NC(c1ccccc1)c1ccccc1,-7,0
CN(C)C(=S)Nc1ccc(Br)cc1Cl,4,5
CCN(C(=O)COC(=O)c1ccccc1Nc1cccc(C)c1C)C1CCS(=O)(=O)C1 (configuration not stated),-21,14
CN(C)C(=O)CSc1ncnc2scc(-c3ccccc3)c12,1,89
COc1ccc(NS(=O)(=O)c2cc(NC(=O)[C@@H](NC(N)=O)C(C)C)ccc2C)cc1,7,1
CC(=O)NC(C)(c1ccccc1)c1nc(-c2ccc(N(C)C)cc2)cs1 (configuration not stated),-4,-5
O=C1CC(C(=O)N2CCN(c3ccccc3Cl)CC2)CN1Cc1ccccc1 (configuration not stated),4,5
CCOC(=O)C1=C(C)N(c2ccccc2)C(=O)C1CC(=O)O (configuration not stated),4,-5
Nc1c(C(=O)CSc2nc(-c3ccccc3)cs2)c(=O)[nH]c(=O)n1C1CC1,12,2
O=C(NCCc1ccccc1)C1CCN(C(=O)Nc2ccccc2)CC1,22,1
O=C1C[C@@H]2CCN3C(=O)CCC[C@@H]([C@H]23)[C@@H]1Cc1ccccc1,-3,-1
O=C(Nc1ccccc1)c1cc(C2CCCCN2C(=O)c2cccs2)on1 (configuration not stated),7,-3
COc1ccc(NC(=O)c2cc(S(=O)(=O)N3CCc4ccccc43)cn2C)cc1,-1,7
CCCNC(=O)C1(C)CCN(Cc2noc(-c3ccccc3OC)n2)C1 (configuration not stated),1,-1
O=C(OCc1cn([C@H]2C[C@H](c3ccccc3)N(CC3CCCCC3)C[C@@H]2O)nn1)c1ccccc1,-16,3
CCN1CCc2c(C#N)c(N3CCOCC3)nc(N3CCOCC3)c2C1,2,7
CC(C)c1nccn1S(=O)(=O)c1cc(Cl)ccc1Cl,-1,6
CC(=O)N(Cc1ccccc1)C1CC(=O)N(Cc2ccccc2)C1=O (configuration not stated),1,9
O=C(NC1CCCCCC1)C(=S)NCCc1ccccc1,7,-9
COc1cccc(C(=O)COc2cccc(NC(=O)c3ccco3)c2)c1,-10,7
CCSCCNC(=O)c1cncc(Br)c1,5,-3
CCCNC(=O)C1(C)CCN(C(=O)c2cc(C)n(C(C)(C)C)n2)C1 (configuration not stated),-4,0
C=CCNc1nc(C)c(C(C)=O)cc1C#N,5,-5
COCCNC(=O)c1cc(-c2ccc(Cl)c(Cl)c2)on1,8,3
Nc1ccc(C(=O)N2CCCC2)cc1,6,6
Cc1ccc(Nc2ncc3c(=O)[nH][nH]c(=O)c3n2)cc1,6,-1
O=C(Nc1ccc2sccc2c1)c1ccc(Cl)s1,-19,5
COCCNC(=O)c1cc2sc3ccccc3c2s1,-20,-8
O=C(Nc1ccccc1)NC(Cc1ccc(O)cc1)C(=O)O (configuration not stated),11,7
O=C(CN1C(=O)C2C3C=CC(C3)C2C1=O)Nc1nncs1 (configuration not stated),-2,-1
CCOC(=O)c1cc(NC(=O)/C=C\C(=O)O)ccc1Cl,6,-3
COc1ccc(CCNc2ncnc3nc[nH]c23)cc1OC,-32,8
CCC1(CC)C(=O)C(C)(C)C(=O)OC1c1cccs1 (configuration not stated),-17,13
Cc1ccc(S(=O)(=O)N(C)c2ccc(OCC(=O)OCc3nnc(-c4ccccc4)o3)cc2)cc1,-2,4
CCOc1cccc2sc(N(CCCN(C)C)C(=O)c3ccc(S(=O)(=O)N4CCc5ccccc5C4)cc3)nc12,20,1
CCc1cc2c(NC3CCCC3)ncnc2s1,-2,-10
O=C1CCCN1CCCN1C(=O)N[C@@H](Cc2ccccc2)C1=O,11,0
